NCI-60 one-dose screen, 48 h, at 10 µM unless noted. Numbers give growth in % (100 = growth as untreated, 0 = no growth, -100 = all killed).
IGROV1 = IGROV1 ovarian cancer; 79,000 tested, 4.7% active
UO-31 = UO-31 renal cancer. 81,000 tested, 5.2% active. AID 1794768
NCI/ADR-RES = NCI/ADR-RES ovarian cells; AID 1794790; 81,000 tested, 4.4% active
CAKI-1 = CAKI-1 renal cancer; AID 1794772; 75,000 tested, 4.7% active
SN12C = SN12C renal cancer cells. 81,000 tested, 3.8% active. AID 1794767
ACHN = ACHN renal cancer. 81,000 tested, 4.9% active
TK-10 = TK-10 renal cancer cells | 81,000 tested, 3.9% active | AID 1794769
786-0 = 786-0 renal cancer cells | 81,000 tested, 5.1% active
* marks the source's active call; other numbers are inactive results; x = not tested or not shown; & = joins results of further samples. Rule for the calls: active = growth percent below 10; inactive = the rest.

Each structure is followed by: IGROV1	UO-31	NCI/ADR-RES	CAKI-1	SN12C	ACHN	TK-10	786-0
CCCCCCCCCCCCCCCCCCNC(=O)N1CC1
 : 90	92	99	99	100	83	134	106
CC(=O)Oc1c(Cl)cc(Cl)cc1Cl
 : x	x	100	x	95	98	101	101
O=[N+]([O-])c1ccccc1N=NNc1ccccc1
 : 75&68	67&65	108&99	87&93	98	89&85	93&105	97&98
Oc1ccc(C(c2ccc(O)cc2)c2ccc(Br)cn2)cc1
 : 12	53	-39*	79	1.6*	21	4.5*	90
C[C@@H]1N=C(c2ccc(Cl)cc2)Nc2nc3ccccn3c2C1=O
 : 51	68	86	85	97	88	114	108
COc1nc(OC)nc(-c2cc(-c3ccc(Br)cc3)no2)n1
 : 110	86	111	98	108	116	121	101
COc1ccc(C(=O)C[n+]2ccn(CCC(=O)Nc3cccc4cccnc34)c2)cc1
 : 81	90	95	91	93	99	129	99
N#CCNC(=O)C(c1ccccc1)c1ccccc1
 : 134	107	105	100	x	112	108	109
N#Cc1c(-c2cccc3ccccc23)cc(-c2cccc(OCC(=O)O)c2)[nH]c1=O
 : 110	71	99	74	97	100	104	101
CCC1(CC)COP(=O)(OCCN2C(=O)C3C4C=CC(C4)C3C2=O)OC1 (configuration not stated)
 : 101	74	99	90	98	99	108	109
CCOC(=O)c1nocc1CCCOc1ccc(C(=O)NCc2ccccc2Cl)cc1C
 : 84	80	107	91	90	97	108	102
COc1cc(C(=O)CCN(C)C)cc(OC)c1OC
 : 102	86	98	x	111	103	94	100
Cc1c(/C=C/C(=O)c2ccc3ccccc3c2)[n+]([O-])c2cc(F)ccc2[n+]1[O-]
 : 87	73	96	74	97	97	118	106
O=C(CN1CCN(Cc2ccc(Cl)cc2)C(=O)c2ccccc2C1=O)NC12CC3CC(CC(C3)C1)C2
 : 103	82	91	x	102	101	91	94
CCCCCCN1C(=O)/C(=c2\sc3n(c2=O)NC2C(N=3)N(CC)C(=O)N2CC)c2ccccc21 (configuration not stated)
 : 103	68	95	75	101	108	96	96
COc1ccc(-c2cc(-c3ccccc3)nc(N3CCN(CCNc4ccnc5cc(Cl)ccc45)CC3)n2)cc1
 : -74*	-4.9*	-63*	-25*	-43*	66	-13*	-95*
Fc1ccc(-c2nn(-c3ccccc3)cc2-c2nc3ccccc3s2)cc1
 : 89	76	84	72	85	94	144	102
CC(=O)N1N=C(c2ccc(Nc3nc(Nc4ccccc4)nc(Nc4ccccc4)n3)cc2)CC1c1ccccc1 (configuration not stated)
 : 54	74	85	90	100	94	88	87
Nc1nc2c(c3cnccc13)C(c1ccc(Cl)c(Cl)c1)Cc1cnccc1-2 (configuration not stated)
 : 7.8*	-40*	-13*	4.1*	2.4*	-67*	-40*	-66*
Cc1ccc(C)c(C2=NN(c3ccc(S(=O)(=O)NC(=O)NCc4ccccc4)cc3)C(c3ccc(Cl)cc3)C2)c1 (configuration not stated)
 : 95	76	94	100	89	100	112	104
CCc1cccc2c3c(sc12)C(c1ccc(Cl)cc1)C(C#N)=C(N)O3 (configuration not stated)
 : 30	38	19	3.0*	38	34	69	27
Cc1c2ccccc2nc2c1ccc1cccnc12
 : 15	84	61	77	89	97	96	96
COc1ccc(-c2nc(N/N=C/c3cccc(O)c3)nc(N3CCOCC3)c2C#N)cc1
 : 71	34	75	77	78	58	88	44
Nc1ccc(N=Nc2ccc(O)c(C(=O)O)c2)cc1
 : 118	92	102	100	x	101	95	105
Nc1ccc(-c2csc(-c3ccc(Br)cc3)n2)cc1
 : 90	84	106	78	94	89	136	104
O=C(CNc1ccccc1)Nn1c(COc2ccccc2)nc2ccccc2c1=O
 : 102	88	92	92	104	110	130	98
O=c1[nH]c(F)nc2c1ncn2C1OC(CO)C(O)C1O (configuration not stated)
 : 116	96	107	102	104	105	x	101
C=CCC(N)C(=O)O (configuration not stated)
 : 121	87	110	113	103	111	92	99
O=C(O)CCCCCCCCCCOc1ccc(Cl)cc1Cl
 : 108	86	103	93	101	101	104	100
O=C(CC1(O)C(=O)Nc2ccc(Cl)cc21)c1cc2ccccc2oc1=O (configuration not stated)
 : 104	62	93	89	98	100	138	103

Each structure is followed by: IGROV1	UO-31	NCI/ADR-RES	CAKI-1	SN12C	ACHN	TK-10	786-0
CNc1ccc(Nc2cccc(C)c2)c2c1C(=O)c1ccccc1C2=O
 : 11	58	99	131	80	78	100	100
COc1ccc(-c2c3c(nn2Cc2ccccc2)CCc2cnoc2-3)cc1OC
 : 106	66	83	74	89	91	104	87
C=CCN1c2ccccc2Sc2cnccc21
 : 107&104	77&102	95&104	84&102	93&93	88&98	79&99	104&106
CN1CCN(CC#CCOC(=O)CNC(=O)[C@]2(C)CC[C@]3(C)CC[C@]4(C)C(=CC(=O)[C@@H]5[C@@]6(C)CCC(=O)C(C)(C)[C@@H]6CC[C@]54C)[C@@H]3C2)CC1
 : 107	91	110	96	97	96	99	97
CCOC(=O)c1[nH]cnc1/N=N/N(C)C
 : 105	81	111	96	100	100	163	115
NC1=C(C/C(N)=N\O)C(c2ccccc2Cl)c2c(ccc3ccccc23)O1 (configuration not stated)
 : 59	59	58	50	91	83	180	93
COc1cccc(/C=C(\C#N)c2nc(N)nc(Nc3ccc(S(N)(=O)=O)cc3)n2)c1
 : 100	86	107	95	102	103	111	99
CCN(CC)C(C)(C)COC(=O)c1ccc(N)cc1
 : x	101	101	115	99	108	111	107
CCOC(=O)C(C)(C)C(=O)O
 : 116	108	100	93	97	104	107	106
CCOC(=O)C1(NC(=O)CN2C(=O)c3ccccc3C2=O)CCCC1
 : 104	93	109	93	100	107	97	95
COc1cc(Nc2ncc(NC(=O)Nc3c(Cl)cccc3Cl)c(Oc3ccc(C)cc3OC)n2)cc(OC)c1
 : 105	85	89	92	101	102	101	95
CCOC(=O)c1cc(-c2ccncc2)nc2c(Cl)cc(Cl)cc12
 : 74	75	87	73	98	86	83	92
Cc1ccccc1N1C(=O)CSC1=S
 : 101	89	91	84	102	96	114	95
O=C(CN(Cc1ccccc1)c1ccccc1)c1ccc(Cl)cc1
 : 87	79	92	88	102	96	106	100
NNc1nc(-c2ccccn2)nc2sc3c(c12)CCCCCC3
 : 45	12	11	19	75	40	x	75
CCCc1cc(=O)[nH]c(-n2[nH]c(=O)cc2N)n1
 : 110	82	106	102	102	101	95	93
CC(=O)n1cc(C=C2C(=O)CC(C)(C)CC2=O)c2ccccc21
 : 101	85	105	94	93	98	104	113
O=c1[nH]cnc2c1ncn2Cc1ccc([N+](=O)[O-])cc1
 : 90	86	121	73	109	111	109	103
COc1cc2oc(-c3cccc(NC(=O)c4ccc(F)cc4)c3)cc(=O)c2c(OC)c1OC
 : 61	34	75	67	61	57	81	55
COc1ccc(S(=O)(=O)N2CCOCC2)cc1NC(=O)c1[nH]c(C)c2c1CCCCC2=O
 : 47&108	32&90	79&107	16&97	64&98	51&107	29&103	93&107
CC(C)(C)Nc1nc2c(OCCc3ccccc3)cccn2c1-c1cccc(F)c1
 : 10	-11*	3.7*	-12*	6.3*	5.3*	-6.2*	5.1*
CCOCCOCCOC(C)Oc1ccc(CCC(C)=O)cc1 (configuration not stated)
 : 111	93	99	x	107	x	91	100
CCCCOC(=O)c1cc(Cl)c(O)c(OC)c1
 : 93	91	99	91	99	101	99	91
CCCCn1c(=O)c(/C=C/c2cc(/C=C/c3cc4cc(C)ccc4n(CCCC)c3=O)[nH]n2)cc2cc(C)ccc21
 : 100	91	107	97	96	99	109	98
COc1cc(/C=N/NC(=O)Cn2cnc3c(c(C)nn3-c3ccccc3)c2=O)ccc1O
 : 100	82	98	89	91	100	110	96
O=C(N/N=C/c1cccc(O)c1)c1ccc2nc(-c3ccc(Cl)cc3)[nH]c2c1
 : 94	85	109	100	x	97	138	78
COc1cc(-c2csc(NC(=O)c3cccc(Cl)n3)n2)cc(OC)c1OC
 : 97	80	103	87	106	99	91	93
C=CC(=O)NCCOc1cccc(Nc2cc(NCCCNC(=O)C3CCC3)c(Br)cn2)c1
 : 2.3*	-42*	40	-38*	3.1*	7.2*	-43*	-36*
C[Si](C)(C)Cc1ccccc1
 : 125	96	105	98	108	106	122	98
O=C(CCN1C(=O)CCC1=O)Nc1ncc(Cc2ccc(F)cc2)s1
 : 112	84	103	87	107	108	106	106

Just NCI/ADR-RES, CAKI-1 and UO-31 (two entries from above):
| Molecule | NCI/ADR-RES | CAKI-1 | UO-31 |
| --- | --- | --- | --- |
| Cc1ccccc1N1C(=O)CSC1=S | 91 | 84 | 89 |
| CCOC(=O)c1[nH]cnc1/N=N/N(C)C | 111 | 96 | 81 |

New compounds follow:
Each structure is followed by: IGROV1	UO-31	NCI/ADR-RES	CAKI-1	SN12C	ACHN	TK-10	786-0
Nc1ccc(Sc2ccc3c4c2cccc4c(=O)n2c4ccccc4nc32)cc1
 : 35	9.3*	57	5.9*	19	22	79	37
O=C1c2cccc3c(-c4ccc(F)cc4)ccc(c23)C(=O)N1c1nc2ccccc2s1
 : 72	63	99	79	87	89	122	105
CCOC(=O)c1cc(C(=O)c2cc(OC)c(OC)c(OC)c2)n2ccc(-c3cc[n+](CC(=O)c4cc(OC)c(OC)c(OC)c4)cc3)cc12
 : 83	66	94	x	85	91	13	-82*
COc1cc(NC(=O)CSc2nnc(-c3ccc(-c4nc5ccccc5[nH]4)cc3)o2)cc(OC)c1OC
 : 97	81	110	80	74	85	96	89
O=C1c2c(c(=O)[nH]c3ccccc23)CN1Cc1ccccc1
 : 111	73	95	93	92	107	105	93
O=S(=O)(c1ccc(OCCO)cc1)c1ccc(OCCO)cc1
 : 88	81	103	99	106	102	95	112
Brc1cccc(/C=N/Nc2ncnc3sc4c(c23)CCNC4)c1
 : 89	86	102	84	90	84	112	92
CC(c1ccc(N)cc1)(c1c[nH]c2ccccc12)c1c[nH]c2ccccc12
 : 91	69	97	74	100	85	89	98
O=C(O)c1cc(-c2ccccc2)nc2ccccc12
 : 102	84	112	90	101	98	108	95
COC[C@]12CC[C@@H](C)[C@H](C)[C@H]1C1=CC[C@@H]3[C@@]4(C)CCCNC(C)(C)[C@@H]4CC[C@@]3(C)[C@]1(C)CC2
 : 30	60	44	35	23	31	62	21
CC1=C2C(=C[C@@](C)(CO)[C@@H]2OC(=O)N(C)CCN(C)C(=O)OC(C)(C)C)C(=O)[C@](C)(O)C12CC2
 : 9.2*	-60*	11	x	73	-53*	68	65
CCc1ncc(C(O)c2ccc(Cl)cc2)n1Cc1ccccc1 (configuration not stated)
 : 90	75	91	66	98	95	88	95
O=C1C(Br)=CC(=Nc2ccc(O)c(C(=O)O)c2)C=C1Br
 : 113	94	107	97	107	98	107	98
CCN(CC)CCn1nc2c3c(cccc3c1=O)-c1ccccc1-2
 : 16	6.3*	35	18	15	-42*	26	33
Nc1nnc(-c2ccc3c(c2)CC(=O)N3)s1
 : 106	99	94	x	111	90	x	104
COc1cc(CC#N)c([N+](=O)[O-])cc1OC
 : 96	96	105	102	104	109	101	102
CC(C)(OC(=O)c1ccccc1)C(Br)CBr (configuration not stated)
 : 104	90	106	x	114	104	92	102
N#C/C(=C\NCc1ccc2c(c1)OCO2)S(=O)(=O)c1ccccc1
 : 132	92	110	120	94	124	103	106
CCOC(=O)C(C#N)(Cc1ccc2ccccc2n1)Cc1ccc2ccccc2n1
 : 106	65	89	89	100	101	103	101
O=C(/C=C/C=C/c1ccccc1)N1c2ccccc2CC1c1c[nH]c2ccccc12 (configuration not stated)
 : 76	50	84	73	85	88	94	89
CNC(=O)c1cc(Oc2ccc(CC(=O)Nc3cc(C(C)(C)C)nn3C)cc2)ccn1
 : 86	93	76	61	79	68	80	100
CCCCS(=O)(=O)NC(=O)Nc1ccc(C)cc1
 : 103	85	108	90	114	103	102	109
O=C(O)/C=C\c1c[nH]c2nccnc12
 : 116	90	109	92	102	115	109	107
Cc1ccc(C(=O)NN2C(=O)/C(=C/C=C/c3ccco3)SC2=S)cc1
 : 98	89	97	91	95	107	118	106
CN1CCN(Cc2ccc(NC(=O)c3cncc(C#Cc4cnc5ccc(OCC6COC6)nn45)c3)cc2C(F)(F)F)CC1
 : -39*	-92*	-34*	-93*	-31*	-97*	-82*	-86*
NC(=O)C(=O)Nc1cccc(-c2ccc(S(=O)(=O)Nc3ccc4c(c3)N(C(=O)C3CC3)CCC4)cc2)c1
 : 62	59	95	60	76	58	107	78
O=c1[nH]c(NCc2nnnn2-c2cccc(Br)c2)nc2sc3c(c12)CCCC3
 : 99	75	108	97	99	96	95	98
COC(=O)CC[C@@H](C)[C@H]1CC[C@H]2[C@@H]3CC[C@@H]4C[C@H](O)CC[C@]4(C)[C@H]3C[C@H](O)[C@]12C
 : x	x	106	90	98	99	93	107
CCCC(C)C(=Nc1ccc(Cl)c(Cl)c1)N(C)C (configuration not stated)
 : 106	91	100	x	99	98	95	100
C[C@]12CCC(=O)C=C1CC[C@@H]1[C@@H]2[C@@H](O)C[C@@]2(C)[C@H]1CC[C@]2(O)[C@@H](O)CO
 : 102	76	105	101	97	106	103	102
CCN(CC)Cc1cc(/C=C2\CC/C(=C\c3cc(CN(CC)CC)c(O)c(OC)c3)C2=O)cc(OC)c1O
 : 100	76	108	93	101	108	102	94

Sorted by formula weight (low to high): 5 of the compounds above
Each structure is followed by: IGROV1	UO-31	NCI/ADR-RES	CAKI-1	SN12C	ACHN	TK-10	786-0
COc1cc(CC#N)c([N+](=O)[O-])cc1OC
 : 96	96	105	102	104	109	101	102
O=S(=O)(c1ccc(OCCO)cc1)c1ccc(OCCO)cc1
 : 88	81	103	99	106	102	95	112
CC(C)(OC(=O)c1ccccc1)C(Br)CBr (configuration not stated)
 : 104	90	106	x	114	104	92	102
COC(=O)CC[C@@H](C)[C@H]1CC[C@H]2[C@@H]3CC[C@@H]4C[C@H](O)CC[C@]4(C)[C@H]3C[C@H](O)[C@]12C
 : x	x	106	90	98	99	93	107
O=c1[nH]c(NCc2nnnn2-c2cccc(Br)c2)nc2sc3c(c12)CCCC3
 : 99	75	108	97	99	96	95	98

Bioassay records from PubChem BioAssay.
